Salmonella PhoP GFP = PhoP-dependent GFP reporter repression – Salmonella Typhimurium, primary screen (AID 1863). S. Typhimurium PhoP-regulated promoter GFP reporter, 4 h; higher % means a stronger effect. inhibition, % at 50 µM, or IC50 in µM where a hit was titrated. 0.16% of 300,000 active;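 active = inhibition over 29.93%, a cutoff 3 SD above the screen mean, later confirmed by dose response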;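 note: 0% = low Mg2+ inducing control and 100% = high Mg2+ repressing control; strong numbers were not always called active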
T cell HTS = T cell immune modulation candidate. 2C CD8+ T cell-vesicle binding, flow cytometry; active compounds read low. calls only at 7 µM. 0.068% of 330,000 active;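 active = response, share of CD8 T cells binding vesicles, and their 90th percentile fluorescence all below set limits, cut at about 80% in these data, passing the limit was not always enough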
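Material: 2C TCR transgenic mouse naive CD8+ T cells, MACS-purified. Also added: QL9-charged Drosophila Ld/ICAM-1/B7-1 vesicles. Timing: binding 1.5 h at 37 °C. Measured by: high-throughput flow cytometry with anti-B7-1 and anti-CD8 staining. Read-out: percent CD8+ FL2 mean versus row control. Controls: Unloaded micro-vesicles (low), QL9 vesicles with 0.7% DMSO (high).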
West Nile antiviral = West Nile virus antiviral activity, cell-based, CPE readout (AID 1621) | West Nile virus-infected cells, CPE inhibition; higher % means a stronger effect | CPE inhibition, % at 10 µM, or IC50 in µM where a hit was titrated | 0.02% of 290,000 active; in the data active = a potency from the dose series; note: strong numbers were not always called active
GPR55 beta-arrestin = GPR55 agonists via beta-arrestin recruitment, primary screen, imaging, U2OS cells, beta-arrestin-GFP redistribution (AID 1961); U2OS GPR55 beta-arrestin-GFP redistribution imaging; higher % means a stronger effect; activation, % at 10 µM, or EC50 in µM where a hit was titrated; 0.048% of 290,000 active;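 active = activation above 40% with more than 50 cells counted in the well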;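 note: U2OS osteosarcoma cells stably expressing GPR55 and beta-arrestin-GFP; plate controls were DMSO negative control for no effect and LPI positive control for full effect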
GPR35 antagonists = GPR35 antagonists blocking zaprinast-driven arrestin recruitment, primary screen, imaging, U2OS, beta-arrestin-GFP, zaprinast agonist (AID 2058); U2OS GPR35 beta-arrestin-GFP translocation imaging, zaprinast antagonism; higher % means a stronger effect; inhibition, % at 10 µM, or IC50 in µM where a hit was titrated; 0.052% of 290,000 active;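 active = inhibition of at least 50% with at least 30 cells and total cytoplasm GFP at most 10,000,000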
KOR beta-arrestin-1 = kappa opioid receptor activators – cell-based, luminescence, uHTS, primary screen (AID 1777); KOR beta-arrestin recruitment, luminescence; higher % means a stronger effect; activation, % at 10 µM, or EC50 in µM where a hit was titrated; 0.02% of 280,000 active; in the data active = activation above about 50%, passing the limit was not always enough; note: a part of the inactive calls stands beside numbers as strong as those of hits
GPR55 antagonists = GPR55 antagonists blocking LPI-driven arrestin recruitment, primary screen, imaging, U2OS, beta-arrestin-GFP, LPI agonist (AID 2013); 0.13% of 290,000 active; one-dose inhibition, % at 10 µM; IC50 in µM for titrated hits; U2OS GPR55 beta-arrestin-GFP translocation imaging, LPI antagonism; higher % means a stronger effect;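 active = spots per cell inhibited over 60%, with over 100 cells counted and total cytoplasm intensity under 500,000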;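 note: U2OS cells stably carrying GPR55 and arrestin-GFP stimulated by 5 µM LPI near EC80; imaged beta-arrestin-GFP aggregate spots per cell after agonist stimulation; plate controls were LPI-stimulated DMSO wells for no effect and DMSO wells without LPI for full effect; some results filed as inactive read as strong as hits; confirmed hits need IC50 under 10 µM and bright autofluorescent wells are also inconclusive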
NTR1 ag = NTR1-driven beta-arrestin-GFP spot formation – imaging, U2OS cells, high content, primary screen (AID 493036) | 0.17% of 330,000 active | P30989 | agonist mode | activation, % at 20 µM;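 active = activation at or above 40% of the spot to cytoplasm intensity ratio, with at least 20 cells analyzed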;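 note: 0% = DMSO without peptide and 100% = 100 nM NTR1 peptide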
Target sequence (P30989 whole entry, looked up): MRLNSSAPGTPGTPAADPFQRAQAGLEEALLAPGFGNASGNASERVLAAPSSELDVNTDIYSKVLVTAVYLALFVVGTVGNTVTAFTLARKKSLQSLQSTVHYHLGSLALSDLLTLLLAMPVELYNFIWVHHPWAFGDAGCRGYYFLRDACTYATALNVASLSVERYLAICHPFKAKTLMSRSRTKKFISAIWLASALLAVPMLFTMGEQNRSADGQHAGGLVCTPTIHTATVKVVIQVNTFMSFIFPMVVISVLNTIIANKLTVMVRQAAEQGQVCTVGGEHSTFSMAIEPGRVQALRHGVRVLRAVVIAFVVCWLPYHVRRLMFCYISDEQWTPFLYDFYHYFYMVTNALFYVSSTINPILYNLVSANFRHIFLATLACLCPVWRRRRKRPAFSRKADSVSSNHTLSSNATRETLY
KOR beta-arrestin-2 = KOR antagonists, beta-arrestin recruitment, cell-based, luminescence, uHTS (AID 1778); KOR beta-arrestin recruitment, luminescence, antagonist mode; higher % means a stronger effect; one-dose inhibition, % at 10 µM; IC50 in µM for titrated hits; 0.091% of 290,000 active; in the data active = inhibition above about 50%; note: strong numbers were not always called active
T cell HTS vesicle-bound % = second read-out of T cell HTS, no call of its own (marks repeat the call); double positive events, %; measured here: CD8+ vesicle-bound cell fraction;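 binding gate set so that unloaded-vesicle control wells show 10% double positive cells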
NTR1 ag cell count 20 µM = further read-out of NTR1 ag, marked with its call; cell count; measured here: cell count, cytotoxicity flag
Numbers without * were called inactive; i = inactive; x = no result given; [ ] = another dose, or the depositor's remark.

SMILES	Salmonella PhoP GFP	T cell HTS	T cell HTS vesicle-bound %	West Nile antiviral	GPR55 beta-arrestin	GPR35 antagonists	KOR beta-arrestin-1	GPR55 antagonists	NTR1 ag	NTR1 ag cell count 20 µM	KOR beta-arrestin-2
Nc1nc2ncc(CNc3ccc(C(=O)N[C@@H](CCC(=O)O)C(=O)O)cc3)nc2c(=O)[nH]1	9%	i	16	0.4%	0.6%	-11%	2.7%	6%	0.5	86	10%[20 µM]
O=C(COc1ccc(S(=O)(=O)NC2CCCCC2)cc1)NC1CCCC1	5%	i	1	-0.9%	0.6%	8%	x	6%	0.1	51	-54%[20 µM]
Cn1c2ccccc2c2cnn(CC(=O)O)c(=O)c21	0%	i	55	-0.1%	-0.1%	-11%	-4.7%	12%	0.7	42	2%
CCCS(=O)(=O)c1nc(S(=O)(=O)c2ccc(C)cc2)c(N2CCN(CC)CC2)s1	0%	i	57	-1.2%	-0.3%	-6%	4.8%	-5%	0.8	60	-39%
ONC(=Nc1cccc(C(F)(F)F)c1)c1cccnc1	-1%	i	18	-0.8%	-0.4%	8%	-6.9%	11%	-1.2	38	3%
O=S(=O)(NC(=NC1CCCCC1)c1ccccc1)c1ccc(F)cc1	12%	i	15	-1.4%	-0.1%	11%	-6.3%	16%	-0.3	64	30%
O=C(NCN1C(=O)C2C3C=CC(C3)C2C1=O)Nc1ccccc1O (centres undefined)	5%	i	45	0.7%	0.0%	5%	14%	13%	-1.1	95	5%
COc1ccc(/C=C/C(=O)Nc2nonc2NC(C)=O)cc1	-4%	i	15	0.0%	-0.1%	-16%	-1.2%	0%	0.3	64	12%
O=C(NCc1ccco1)c1noc2c1CCCC2	21%	i	34	-0.6%	-0.1%	5%	4.8%	6%	-1.2	73	-17%
Cc1cc(F)ccc1S(=O)(=O)Nc1ncnc2scc(-c3ccc(F)cc3)c12	-7%	i	52	0.0%	0.0%	3%	3.7%	-7%	1.6	35	-140%
O=C(CSCc1ccccc1)Nc1ccc(S(=O)(=O)Nc2ncccn2)cc1	-2%	i	19	-0.6%	-0.2%	12%	-3.5%	13%	-0.2	50	-16%
CCOC(=O)/C(C#N)=C/c1cc2ccccc2nc1Cl	-1%	i	44	-0.2%	0.0%	6%	-2.1%	-26%	4.0	57	-36%
NC(=O)NC(=O)CC1S/C(=N/N=C/c2ccccc2)NC1=O (centres undefined)	-7%	i	19	-0.1%	-0.1%	6%	-6.4%	7%	6.2	62	-18%
COCC(=O)Nc1ccccc1C#N	-14%	i	45	x	-0.1%	2%	-4.1%	-17%	-1.2	67	-40%
O=C(COc1ccc(Cl)cc1Cl)N/N=C/C1CC=CCC1 (centres undefined)	6%	i	14	-0.2%	-0.2%	10%	0.5%	-13%	1.6	64	-14%
Cc1cc(C(=O)NCC2CCCCC2)ccc1[N+](=O)[O-]	3%	i	34	-1.8%	0.1%	-3%	0.5%	-10%	0.5	51	-14%
Cc1cc(C)n(-c2cc(Oc3ccccc3)ncn2)n1	-22%	i	7	-0.1%	0.2%	-1%	1.8%	-4%	-0.9	92	-11%
CCOCCCN1CN(Cc2ccccc2)CNC1=S	5%	i	36	-0.8%	0.2%	12%	-4.5%	-6%	-0.3	43	-16%
COc1cccc(C2=NOC(C(=O)NCc3cccnc3)C2)c1 (centres undefined)	3%	i	24	-1.1%	0.0%	6%	-2.6%	1%	0.6	51	4%
O=[N+]([O-])C1=C(Nc2cccc3ccccc23)CS(=O)(=O)C1	-16%	i	27	2.0%	-0.1%	-8%	-0.9%	-14%	-1.1	75	-50%
Cc1ccc(CSCc2ccc(C(=O)O)o2)cc1	-8%	i	33	-0.2%	0.0%	12%	-0.4%	9%	-1.8	99	3%
Cc1nn2c(NCc3ccccn3)cc(C(C)(C)C)nc2c1-c1ccccc1	-13%	i	37	-1.6%	-0.3%	14%	2.9%	9%	13	42	-34%
CC(NC(=O)COC(=O)c1cccs1)c1ccccc1 (centres undefined)	-6%	i	52	-0.1%	-0.2%	4%	-0.3%	5%	-0.2	51	-1%
CC(=O)N1N=C(c2ccco2)CC1c1ccc(C)cc1 (centres undefined)	2%	i	9	-0.4%	1.1%	9%	-0.3%	11%	0.2	53	-5%
O=S(=O)(c1ccc(S(=O)(=O)N2CCOCC2)cc1)N1CCCC1	4%	i	38	1.1%	0.2%	13%	x	10%	0.3	53	-51%[20 µM]

The closing 2 compounds of the section before open the next one.
SMILES	Salmonella PhoP GFP	T cell HTS	T cell HTS vesicle-bound %	West Nile antiviral	GPR55 beta-arrestin	GPR35 antagonists	KOR beta-arrestin-1	GPR55 antagonists	NTR1 ag	NTR1 ag cell count 20 µM	KOR beta-arrestin-2
CC(=O)N1N=C(c2ccco2)CC1c1ccc(C)cc1 (centres undefined)	2%	i	9	-0.4%	1.1%	9%	-0.3%	11%	0.2	53	-5%
O=S(=O)(c1ccc(S(=O)(=O)N2CCOCC2)cc1)N1CCCC1	4%	i	38	1.1%	0.2%	13%	x	10%	0.3	53	-51%[20 µM]
CCN1CC2=C(OC(N)=C(C#N)C2c2ccccc2)/C(=C\c2ccccc2)C1 (centres undefined)	-13%	i	41	0.1%	0.1%	-9%	2.6%	4%	2.8	44	4%
COc1ccc(CCNC(=O)CCCCn2c(=O)[nH]c3ccccc3c2=O)cc1OC	0%	i	20	0.5%	-0.1%	1%	0.5%	24%	-0.8	73	16%
COc1ccc(C)cc1NC(=O)c1cc2c(s1)CCC2	-7%	i	47	-0.8%	-0.3%	-17%	4.9%	18%	2.5	43	0%
O=C(Nc1ccc(CN2CCOCC2)cc1)c1ccc(-c2cccc([N+](=O)[O-])c2)o1	-9%	i	22	0.9%	-0.1%	5%	0.6%	0%	10	61	-18%
Cc1nnc(NC(=O)Cc2cccs2)s1	3%	i	18	-0.7%	0.2%	7%	3.2%	-4%	-0.9	47	16%
COC(=O)c1c(NC(=O)CSc2nc(-c3ccco3)cc(C(F)(F)F)n2)sc2c1CCCC2	4%	i	29	-0.3%	0.6%	-4%	0.0%	2%	-0.3	48	-24%
O=C(CCCN1C(=O)[C@H]2CC=CC[C@H]2C1=O)NCc1nc(-c2ccccc2)no1	-3%	i	52	-0.4%	-0.1%	10%	0.8%	-13%	-0.6	72	-40%
O=C(Cn1cc(-c2nnnn2-c2ccc(Cl)cc2)c(=O)c2ccccc21)c1ccccc1	-3%	i	32	-0.7%	-0.1%	-2%	2.1%	23%	-2.5	85	-30%
Cc1ccc(NC(=S)N(CCN2CCOCC2)Cc2cc3cc4c(cc3[nH]c2=O)OCO4)cc1	-11%	i	16	-0.5%	0.7%	-5%	-2.2%	2%	2.6	52	-4%
CC1(C)CC(=O)C=C(Nc2ccc(O)c(C(=O)O)c2)C1	6%	i	27	-0.1%	0.5%	22%	0.4%	3%	-0.1	55	-23%
O=C(CSc1ncnc2sccc12)Nc1ccccc1	-4%	i	28	-0.1%	0.5%	0%	-2.1%	8%	-0.2	47	-13%
CCc1ccc(CN(C)C(=O)c2cc(COc3ccc(OC)cc3Cl)on2)nc1	10%	i	62	-1.0%	-0.1%	-14%	-4.2%	8%	1.6	59	7%
CC1CCN(CC(=O)Nc2sc3c(c2C#N)CCC3)CC1	0%	i	18	0.3%	-0.2%	0%	-1.2%	15%	1.5	44	-4%
O=S(=O)(c1ccc(Cl)cc1)n1ccc(-c2cccc(OCc3c(F)cccc3Cl)c2)n1	-5%	i	47	-0.6%	0.1%	4%	-1.0%	14%	0.0	75	-1%
C/C(CC(=O)Nc1cc(C)ccn1)=N\NC(=O)C(=O)Nc1cccc(C)c1	-16%	i	35	-0.8%	-0.3%	6%	0.9%	-7%	1.6	49	4%
COc1cc(NC(=S)N2CCN(S(=O)(=O)c3ccc(C)cc3)CC2)cc(OC)c1	1%	i	64	-0.6%	-0.1%	-6%	1.2%	16%	1.0	55	1%
O=C(NCc1ccc(S(=O)(=O)Nc2ccccc2Cl)s1)c1ccccc1	-13%	i	23	0.6%	-0.4%	-3%	-0.2%	9%	1.2	57	-4%
Cc1ccc(CNc2nc(C)c(C(=O)N(C)C)s2)cc1	5%	i	27	-0.1%	-0.2%	-10%	9.8%	-3%	2.2	40	-14%
O=C(Cc1ccccc1F)NCC(c1ccco1)N1CCCCC1 (centres undefined)	-8%	i	28	-0.6%	-0.2%	-4%	1.2%	7%	2.5	37	-12%
C[C@H](NC(=O)c1ccccc1Cl)C(=O)OCC(=O)N1CC2(C)CC1CC(C)(C)C2 (some centres undefined)	-12%	i	27	-0.3%	-0.1%	-4%	-2.6%	9%	0.4	80	-14%
COCCCNC(=S)N1CCN(c2nc3ccccc3s2)CC1	10%	i	32	-1.3%	-0.3%	-7%	1.2%	12%	0.0	43	-4%
Cc1cccc(C)c1NC(=O)COC(=O)c1cc(=O)c2ccccc2o1	-3%	i	15	-0.3%	-0.1%	0%	3.9%	10%	1.6	47	38%
CCOc1c2ccc(C(=O)NCc3ccc4c(c3)OCO4)cc2nn1CC	16%	i	33	0.0%	-0.1%	6%	-0.9%	18%	-4.9	65	18%
COc1ccccc1CNC(=O)CC12CC3CC(CC(Br)(C3)C1)C2	-2%	i	15	-0.4%	0.2%	-3%	2.4%	-19%	0.3	56	-15%
COc1ccc(Br)cc1CN1CCC(N2CCCC2)CC1	12%	i	46	0.3%	-0.2%	7%	-0.9%	14%	-0.1	61	13%
O=C(c1ccccc1)N1CCCCC(S(=O)(=O)c2ccccc2)C1=O (centres undefined)	-2%	i	12	0.1%	0.3%	3%	-1.1%	8%	0.5	44	28%
CC1(C)CC(=O)C2=C(C1)NC1=C(C(=O)c3ccccc31)C2c1ccc(O)cc1 (centres undefined)	-20%	i	48	-0.3%	-0.1%	-8%	0.8%	-2%	-0.1	64	3%
CNCCCOc1ccc(C(C)(C)c2ccccc2)cc1	2%	x	x	x	-0.1%	16%	-1.3%	5%	x	x	32%
CCCCCC(=O)N/N=C/c1ccc(N(C)C)cc1	-2%	i	16	-0.5%	0.8%	14%	6.1%	2%	3.7	37	38%
COC1=CC(=O)CC(C)C12Oc1cc(OC)cc(OC)c1C2=O (centres undefined)	5%	i	25	0.2%	0.0%	-3%	-1.6%	4%	2.9	88	36%

One compound at a time, as listed above. Order of values: Salmonella PhoP GFP | T cell HTS | T cell HTS vesicle-bound % | West Nile antiviral | GPR55 beta-arrestin | GPR35 antagonists | KOR beta-arrestin-1 | GPR55 antagonists | NTR1 ag | NTR1 ag cell count 20 µM | KOR beta-arrestin-2
Shown for COc1ccc(C)cc1NC(=O)c1cc2c(s1)CCC2 : -7% | i | 47 | -0.8% | -0.3% | -17% | 4.9% | 18% | 2.5 | 43 | 0%
Shown for O=C(Cc1ccccc1F)NCC(c1ccco1)N1CCCCC1 (centres undefined) : -8% | i | 28 | -0.6% | -0.2% | -4% | 1.2% | 7% | 2.5 | 37 | -12%
